TDP1 cell noCPT: qHTS for Inhibitors of human tyrosyl-DNA phosphodiesterase 1 (TDP1): qHTS in cells in absence of CPT; AID 686978, 2013; DT40 Tdp1-/- hTDP1 cells, no CPT, ATP luminescence, 48 h; Potency, µM (highest dose often 46.2 µM), for the others: at the highest dose activity change, negative = growth inhibition, hits mostly inhibitors; actives 15% (n = 420,000); note: nearly all actives have a fitted effect of over 55% in size
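A cellular qHTS used chicken DT40 cells lacking endogenous Tdp1 but carrying stably transfected human TDP1. Compounds were applied without camptothecin, and cell growth kinetics were judged by ATP-dependent luminescence after ≥48 hr.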
TDP1 block: inhibitors of human tyrosyl-DNA phosphodiesterase TDP1; Potency, µM (titrated, usually from 130 µM), for inactives: at the top dose activity change, negative = inhibition, usual class: inhibitors; Q9NUW8; actives 0.28% (n = 350,000); recombinant TDP1, AlphaScreen DNA substrate cleavage; note: nearly all actives have a fitted effect of over 40% in size
Target sequence (Q9NUW8 whole entry, looked up): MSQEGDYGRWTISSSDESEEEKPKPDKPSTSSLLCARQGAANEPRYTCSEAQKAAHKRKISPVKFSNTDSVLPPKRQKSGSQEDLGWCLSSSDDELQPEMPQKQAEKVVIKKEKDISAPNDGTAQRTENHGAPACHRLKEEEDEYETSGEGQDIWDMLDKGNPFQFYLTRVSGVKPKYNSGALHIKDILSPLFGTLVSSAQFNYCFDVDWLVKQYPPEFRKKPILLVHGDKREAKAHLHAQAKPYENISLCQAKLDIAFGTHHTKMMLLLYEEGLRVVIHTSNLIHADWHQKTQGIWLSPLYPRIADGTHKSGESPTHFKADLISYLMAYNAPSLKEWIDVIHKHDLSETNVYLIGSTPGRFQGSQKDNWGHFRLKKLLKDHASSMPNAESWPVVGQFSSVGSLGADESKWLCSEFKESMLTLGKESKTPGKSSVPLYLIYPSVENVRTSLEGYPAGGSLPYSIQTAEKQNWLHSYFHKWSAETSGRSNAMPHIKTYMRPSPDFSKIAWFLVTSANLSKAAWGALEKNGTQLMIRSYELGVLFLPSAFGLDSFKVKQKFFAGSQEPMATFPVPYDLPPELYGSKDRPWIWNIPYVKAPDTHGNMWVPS
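E. coli-derived human Tdp1, 1 nM final. Cpd preinc 15 min RT; substrate 15 nM final, 5 min RT; AS bead mix 10 ug/ml final, 10 min RT. Signal loss = tyrosine-FITC cleavage. No-enzyme wells = max signal.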
N370S GC mod: N370S glucocerebrosidase modulation, Gaucher chaperone candidate; Potency, µM (series often up to 59.4 µM), inactives show at the highest dose activity change, negative = inhibition, usual class: inhibitors; actives 0.092% (n = 330,000); AID 2101; P04062; N370S GC spleen homogenate, 4MU-glucoside fluorescence;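 note: 0% = full enzyme activity and -100% = no enzyme basal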
An asterisk follows results filed as active; ? = inconclusive; . = not tested or not shown; & = joins results of further samples; [ ] = dose if it differs, or a comment. Calls come from the whole dose curve; as a rule, active = well fitted curve in the direction sought with a large enough effect; inconclusive = small, poorly fitted or top-dose-only effect, or another doubt; inactive = no such curve, though single readings can be large; an effect the other way counts as inactive or inconclusive. Unless noted, % is set by controls: 0 for no effect and ±100 for the full control effect; potency is the fitted concentration of half-maximal effect.

SMILES | TDP1 cell noCPT | TDP1 block | N370S GC mod
O=C(CSc1nnc(-c2cccs2)n1Cc1ccco1)c1ccc2c(c1)OCO2 | ? | 4% | ?
Cc1cc(C)c(C(=O)/C=C/c2ccco2)c(=O)[nH]1 | -6% | 16µM* | -16%
Cc1cc(C(=O)COC(=O)COc2ccc(C#N)cc2)c(C)n1C1CC1 | -4% | 9% | -4%
CCOC(=O)C(=N/O)/C(C)=N/NC(=O)C(=O)Nc1ccc(Cl)cc1 | 2.1µM* | 1% | -23%
Clc1ccc(Oc2nnnn2-c2ccccc2)cc1 | -10% | 3% | -4%
CCOC(=O)C1(Cc2ccccc2)CCN(Cc2cnc(N3CCOCC3)s2)CC1 | ? | . | 1%
O=C(CCN1CCCCC1)Nc1cccc(Br)c1 | 1% | 5% | -12%
Cc1ccc2c(c1)N(C(C)C(=O)NCc1cccs1)C(=O)CO2 (stereo not given) | -15% | 5% | 8%
CN(C)S(=O)(=O)c1cccc2c1C(=O)c1ccccc1C2=O | 15% | 5% | 3%
CCCC(=O)N1c2ccc(-c3csc(N)n3)cc2CC1C (stereo not given) | -25% | 9% | -5%
Cc1cccc(C)c1NC(=O)[C@H](C)N | . | 13%[21 µM] | 2%[21.6 µM]
CCOC(=O)c1cccc(-n2c(C)nc3ccccc3c2=O)c1 | -18% | -5% | -3%
Cn1c(-c2ccccc2)cc2ccccc21 | -23% | . | 4%
O=c1ccc2cc3c(-c4ccccc4)coc3cc2o1 | -5% | . | ?
COC(=O)[C@@H]1CCCN1Cc1nc(Cc2ccc(OC)c(OC)c2)no1 | -6% | 0% | 5%
COC(=O)c1sccc1NC(=O)Nc1ccc(F)cc1 | -1% | 3% | -6%
COC(C(=O)Nc1ccc(Br)cc1F)c1ccccc1 (stereo not given) | ? | 8% | 0%
CCn1c(O)c(N=NC(=O)Cn2ccc(C(F)(F)F)n2)c2ccccc21 | ? | 6% | 15%
Cc1cc(C(F)(F)F)n(-c2nc(C(=O)Nc3cccnc3)cs2)n1 | ? | -5% | 6%
Cc1ccc(Cl)cc1NC(=O)CCS(=O)(=O)c1ccc2c(c1)n(C)c(=O)c(=O)n2C | -9%&-3% | 0% | .
Cc1ccc2nc(NCc3ccco3)c(C=NCc3ccco3)c(=O)n2c1 | 8% | . | -4%
O=C(N/N=C/C(Br)=C/c1ccccc1)NC1CCCCC1 | 15µM* | 0% | 2%
Cc1cc(C)cc(OCC(=O)NCc2nc(-c3ccccc3)no2)c1 | -3% | -9% | 29%
Cc1c(C(=O)NCc2ccc(Cl)cc2)sc2nc3n(c(=O)c12)CCCCC3 | ? | 10% | .
CN(CC(=O)Nc1ccccc1Br)C(=O)CNC(=O)c1ccc(Oc2ccccc2)cc1 | ? | 4% | 8%
Cn1c(-c2ccncc2)nc2ccccc21 | 4% | . | 3%
CC(=O)N/N=C(\C)C1COc2ccccc2O1 (stereo not given) | -4% | . | -3%
CC(C)CC(NC(=O)C1CCC(=O)N1)C(=O)NC(CC(C)C)C(=O)N1CCCC1C(N)=O (stereo not given) | 6% | . | -8%
COc1ccc(S(=O)(=O)Nc2ccc(-c3cn4ccsc4n3)cc2)cc1C | 12% | 5% | .
CSc1ccccc1NC(=O)CN(Cc1ccc(Cl)cc1)S(C)(=O)=O | -23% | 2% | -1%
COCCn1c(=NC(=O)c2ccccc2[N+](=O)[O-])sc2cc(S(C)(=O)=O)ccc21 | ? | 1% | -21%
Cn1c(=O)c([N+](=O)[O-])c(-n2ccnc2)c2ccccc21 | 4.1µM* | -4% | 3%
O=C1C=C(c2ccccc2Oc2ccccc2)C[C@@H](c2ccc3c(c2)OCO3)C1 | ? | 1% | .
COC(=O)Nc1nc(C)c(C(=O)N(C)C)s1 | 9% | 6% | -13%
O=C(CCS(=O)(=O)c1ccccc1)NNC(=O)CSc1ccccc1F | 14% | 0% | .
CC(CC(=O)NCc1ccc(Cl)cc1)c1ccccc1 (stereo not given) | -11% | 2% | -21%
COc1ccc2[nH]c3c(c2c1)CCN1C(=O)N([C@@H](C)C(=O)NCc2c(F)cccc2Cl)C(=O)[C@]31C | ? | . | -2%
Cc1ccc(OCC(=O)Nc2ccc3[nH]c(=O)sc3c2)cc1 | -25% | -10% | .
CCSc1ncc(Cl)c(C(=O)Nc2c(C(=O)c3ccc(C)c(F)c3)oc3ccccc23)n1 | -4% | 6% | .
CCN(CC)S(=O)(=O)c1ccc(S(=O)(=O)N(Cc2ccccn2)Cc2ccco2)cc1 | ? | 8% | -17%

Retrieved by compound from the entries so far, 2 records:
SMILES | TDP1 cell noCPT | TDP1 block | N370S GC mod
CN(C)S(=O)(=O)c1cccc2c1C(=O)c1ccccc1C2=O | 15% | 5% | 3%
Cn1c(=O)c([N+](=O)[O-])c(-n2ccnc2)c2ccccc21 | 4.1µM* | -4% | 3%

Single records, from the list above.
COC(=O)Nc1nc(C)c(C(=O)N(C)C)s1 across the screens: TDP1 cell noCPT = 9%; TDP1 block = 6%; N370S GC mod = -13%
CC(CC(=O)NCc1ccc(Cl)cc1)c1ccccc1 (stereo not given) across the screens: TDP1 cell noCPT = -11%; TDP1 block = 2%; N370S GC mod = -21%
Cc1ccc(OCC(=O)Nc2ccc3[nH]c(=O)sc3c2)cc1 across the screens: TDP1 cell noCPT = -25%; TDP1 block = -10%; N370S GC mod = .

Carrying on.
SMILES | TDP1 cell noCPT | TDP1 block | N370S GC mod
CC(C)[C@H](NC(=O)N1CCC(Cc2ccccc2)CC1)C(=O)O | 5% | . | -24%
CC(C)NCC(O)COc1cccc2[nH]ccc12 (stereo not given) | -19%&-1% | 9% | 8%&3%&4%&-17%
Cc1ccc(C#N)c(SCc2nnc(-c3ccc(Cl)cc3)o2)n1 | ? | 3% | 1%
COCCCNc1ncnc2c1c(-c1ccccc1)cn2-c1ccc(C)c(Cl)c1 | ? | 5% | .
O=S1(=O)N=C(N(Cc2cccs2)c2ccc(O)cc2)c2ccccc21 | ? | 3% | 3%
Cc1ccc(N2CC(C(=O)Nc3ccc(C)c(S(=O)(=O)N(C)C)c3)CC2=O)cc1 (stereo not given) | -8% | 2% | 6%
Cc1ccc(N(C(=O)CNC(=O)c2ccco2)C(C(=O)NC2CCCCC2)c2cccnc2)cc1C (stereo not given) | 2% | 10% | -7%
c1ccc(Cn2nnnc2C(c2ccccn2)N2CCOCC2)cc1 (stereo not given) | 1% | 5% | 3%
CC1CC(C)CN(C(=O)COC(=O)CNS(=O)(=O)/C=C/c2ccccc2)C1 (stereo not given) | -5% | 2% | -4%
N#Cc1ccc(/C=N/NC(=O)CCc2ccc(S(=O)(=O)N3CCOCC3)cc2)cc1 | ? | 2% | 14%
CN(CCOc1ccccc1)C(=O)C1CCC(=O)N(CCN2CCOCC2)C1 (stereo not given) | -1% | 6% | 3%
CCCc1cc2c(=O)c(-c3ccc4c(c3)OCCO4)c(C)oc2cc1OS(C)(=O)=O | 23µM* | -5% | 14%
ClCc1csc(-c2ccc(Cl)cc2)n1 | 15µM* | -5% | -17%
CSc1ccccc1NC(=O)C1C2CCC(C2)C1C(=O)O (stereo not given) | 2% | -1% | -6%
O=C(Cn1cnc2onc(-c3ccc(F)cc3)c2c1=O)Nc1ccc(F)c(Cl)c1 | ? | -7% | .
O=C(NNC(=O)C1CC(c2cccs2)=NO1)Nc1ccccc1 (stereo not given) | 12% | 1% | -3%
Cc1cc(C)c2nc(NNC(=O)c3ccc(S(=O)(=O)N4CC(C)CC(C)C4)cc3)sc2c1 (stereo not given) | 5.8µM* | 9% | 0%
CC(=O)c1cc(CN2CCC(n3nccc3NC(=O)c3ccccc3Cl)CC2)cs1 | -16% | 2% | -8%
COc1ccc([N+](=O)[O-])cc1NC(=O)Cn1ccsc1=N | -7% | 3% | -9%
C=CCn1c(COc2ccccc2)nnc1SCC(=O)N/N=C/c1ccc(C)cc1 | ? | 4% | -20%
CN(C)c1nc(Oc2ccc(C(=O)OCC(=O)Nc3ccccc3)cc2)nc(N(C)C)n1 | ? | 0% | -12%
COc1ccc(N(CC(=O)Nc2ccccc2F)S(=O)(=O)c2ccc(OC)c(OC)c2)cc1 | ? | . | 1%
CC(/C=N/N1CCN(c2ccc(C)cc2)CC1)=C\c1ccccc1 | -7% | -3% | -11%
COc1ccc(-c2cc(=O)n(CCC#N)[nH]2)cc1 | 23µM* | 5% | -1%
Cc1cc(CNC(=O)Cc2ccc(F)cc2)c2ccccc2n1 | -3% | 7% | -5%
O=C(O)c1ccc2c(c1)C(=O)N(c1cccc3ccccc13)C2=O | ? | . | 0%
CC(C)(C)CN1CCC(Oc2cccc(C(=O)N3CCC[C@H]3CO)c2)CC1 | 15% | 1% | -18%
O=C(CN1CCC(NC(=O)C2CCCCC2)CC1)Nc1cccc(F)c1 | -28% | 5% | -5%
CCCNC(=O)C(=O)c1cccn1-c1ccsc1C(=O)OC | -8% | 1% | 9%
O=C(CSc1ccsc1[N+](=O)[O-])NCCc1ccccc1 | -24% | 2% | -8%
O=C(CSc1nnc(-c2ccc(Cl)s2)o1)N1CCOCC1 | . | 8% | -7%
COC(=O)c1cc(Br)c(=O)n(-c2ccc(OC)cc2)c1 | -3% | 3% | 1%
O=C(NCc1ccc(Cl)cc1Cl)C1CCN(S(=O)(=O)c2ccc3c(c2)OCCCO3)CC1 | ? | -1% | 4%
Cc1nn(-c2cc(Cl)ccc2N)c(=O)c2ccccc12 | -15% | 3% | -14%
CCOC(=O)CN1C(=O)SC(CC(=O)Nc2nccs2)C1=O (stereo not given) | 0% | 1% | -1%
Cc1ccc(S(=O)(=O)N2[C@@H](c3cccc4ccccc34)C(C(=O)O)=C[C@H]2C(C)(C)C)cc1 | 5% | 2% | .
CCn1c(SCCN2CCCCC2)nnc1-c1ccc(S(=O)(=O)N2CCOCC2)cc1 | -19% | 2% | -18%
COc1ccc(CN(C)C(=O)C(Cc2ccccc2)NC(=O)c2ccccc2)c(OC)c1 (stereo not given) | 21µM* | . | 0%
COc1ccc(CCN2CN(S(=O)(=O)c3ccccc3)c3nc4ccccc4nc32)cc1 | 18µM* | -3% | 5%
CS(=O)(=O)N(Cc1ccccc1)c1ccc(C(=O)Nc2ccc(C(N)=O)cc2)cc1 | -5% | 4% | -1%

Single entries from the entries so far:
`O=C(CSc1nnc(-c2ccc(Cl)s2)o1)N1CCOCC1` @ TDP1 block = 8%
`COc1ccc(CCN2CN(S(=O)(=O)c3ccccc3)c3nc4ccccc4nc32)cc1` @ N370S GC mod = 5%
`CS(=O)(=O)N(Cc1ccccc1)c1ccc(C(=O)Nc2ccc(C(N)=O)cc2)cc1` @ TDP1 block = 4%

Further records
SMILES | TDP1 cell noCPT | TDP1 block | N370S GC mod
COCCNc1nc2c(c(=O)n(Cc3cccc(Br)c3)c(=O)n2C)n1C | 23µM* | 4% | 21%
O=C(c1csc2c1CCCC2)N1CCN(c2ncccn2)CC1 | -4% | 2% | 1%
CCN(Cc1nc(-c2ccccc2)no1)C(=O)c1ccc2c(c1)OCO2 | -19% | 5% | 19%
O=C(NC(=S)Nc1c(Cl)ccc2nsnc12)c1ccco1 | -15% | -5% | 9%
COc1ccc(-n2c3c(c(=O)[nH]c2=O)C(NC(=O)c2ccccc2Cl)(C(F)(F)F)C(=O)N3)cc1 (stereo not given) | 1% | 5% | .
C/C(=C\C1CCCCC1)C(NC(=O)c1cccnc1)c1ccc(-c2ccccc2)cc1 (stereo not given) | . | 9% | 12%
O=C(O)/C=C/C(=O)Nc1cccc2cccnc12 | 3% | -1%&4% | 2%
Cc1c(C(=O)c2ccccc2)c2ccccn2c1CCC#N | 30% | -2% | -4%
[2H]C(CCOS(N)(=O)=O)c1ccccc1 (stereo not given) | -7% | . | 2%
COc1ccc(NC(=O)Cc2nnc(SCC(=O)Nc3ccccc3)n2C)cc1 | -1% | 9% | -1%
CCOC(=O)c1ccc(NC(=O)c2nc(SC(C)C)ncc2Cl)cc1 | 16µM* | 5% | .
COc1ccc(NC(=O)CSc2nc(-c3ccccc3)c3ccccc3n2)cc1 | ? | 0% | .
COc1cccc(C2C(C(=O)c3ccco3)=C(O)C(=O)N2CCN(C)C)c1OC (stereo not given) | 0% | -6% | -10%
CC(=O)Nc1ccccc1NC(=O)c1cc(C)ccc1C | 9% | -3% | 4%
CCN(CC)CCN1C(=O)c2ccccc2NC1c1ccccc1F (stereo not given) | -7% | -2% | -5%
CC(C)NC(=O)CCS(=O)(=O)c1ccc(Br)s1 | -14% | -1% | 5%
Cc1ccc(CNC(=O)c2ccc(Cn3c(=O)c4ccccc4n(CC(=O)Nc4ccc(C)cc4)c3=O)cc2)cc1 | -23% | 2% | .
CCc1ccccc1NC(=O)Cn1nnc(C(=O)NCc2ccccc2Cl)c1N | 0% | 0% | .
Cn1c(SCC(=O)N/N=C/c2ccco2)nc2ccccc21 | -4% | 0% | 4%

Screens: PubChem, National Center for Advancing Translational Sciences (NCATS)

This is a subset (hit frequency here may not be typical).
